# Abeta rescue – compounds reversing amyloid beta toxicity in yeast; yeast expressing A-beta42, growth rescue, OD600, 48 h; response scale: 0% DMSO, 100% iron-clioquinol control; Potency, µM (series often up to 46.1 µM), inactives show top-dose growth rescue, hits mostly activators; actives 0.063% (n = 410,000); also: potency is read from the fitted curve at half-maximal effect; nearly all actives have a fitted effect of over 55% in size
#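 Growth rescue measured by 600 nm absorbance after 48 h yeast culture at 30 C with compound. Values normalized between DMSO and an equimolar ferric chloride plus clioquinol control.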
# pAkt inh – blocks phosphorylation of Akt; actives 0.32% (n = 360,000); Neuro2A IGF-stimulated pAkt S473 HTRF, 20 min; hits give low values; activity change, % for hits at 50 µM; in the data active = activity change below about -80%; inconclusive = mostly about -51% to -80%; also: % is scaled to controls: 0 for no effect and ±100 for the full control effect
#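 Neuro2A cells in DMEM with 0.5% FBS, overnight at 37 deg C, given compound at single 50 µM final, then IGF (6 nM final) for 20 min at 37 deg C. Lysed; phospho-Akt Ser473 by HTRF after 24 h, 665/615 ratio.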
# FUS yeast rescue – suppressors of FUS proteinopathy in yeast. S. cerevisiae FUS-expressing, growth rescue, OD600, 24 h. Potency, µM (doses to about 76.6 µM), without a hit: at the top dose growth rescue (activation), most hits filed as activators. actives 0.24% (n = 390,000);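 also: potency is read from the fitted curve at half-maximal effect; plate controls were DMSO vehicle for no effect and reference control for full effect; nearly all actives have a fitted effect of over 55% in size; some results filed as inactive show a strong effect at the top dose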
#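 Galactose (2%) drives FUS expression in yeast precultured in raffinose; seeding density OD 0.005. Test compounds incubated 24hr at 30C and 99% humidity before absorbance at 600 nm was measured.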
# HEK293 tox – cytotoxic in the GLP-1 receptor inverse agonist counter-screen. actives 0.13% (n = 410,000). HEK293 cAMP-luciferase reporter cells, luminescence, 24 h. AID 624418. Potency, µM (top dose mostly 38.3 µM), inactives show at the highest dose activity change, negative = inhibition, actives largely listed as inhibitors;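 also: loss of luciferase light is scored as toxicity; potency is read from the fitted curve at half-maximal effect; % is scaled to controls: 0 for no effect and ±100 for the full control effect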
#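 Step one: seed cells (200 cells/uL, DMEM with 10% Nu serum, 1% pen-strep). Step two: 12-hour incubation at 37 deg C. Step three: pin 23 nL compound, incubate 24 hr. Step four: add luciferase reagent, read luminescence 12 min later.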
# TDP-43 yeast inh – TDP-43 toxicity inhibition in yeast | TDP-43 expressing yeast growth rescue, BacTiter-Glo, 24 h | Potency, µM (doses to about 46.1 µM), for the others: top-dose growth rescue (activation), actives largely listed as activators | actives 1.8% (n = 410,000); also: potency is read from the fitted curve at half-maximal effect; % of control where 0% means no effect; nearly all actives have a fitted effect of over 50% in size
#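 Galactose-induced TDP-43 yeast, OD600=0.02, compound pinned; 24 hr, 30 deg C; BacTiter-Glo luminescence for growth. Inhibitors of TDP-43 toxicity read as activators.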
# GLP-1R inv ag – inverse agonists of human GLP-1 receptor | actives 1.6% (n = 410,000) | HEK293 GLP-1R CRE-luciferase, luminescence, 24 h; GLP-1R form is constitutively active | Potency, µM (top dose mostly 38.3 µM), without a hit: top-dose activity change, negative = inhibition, hits mostly inhibitors | AID 624417; also: potency is read from the fitted curve at half-maximal effect; % is scaled to controls: 0 for no effect and ±100 for the full control effect; nearly all actives have a fitted effect of over 55% in size
# Target sequence (P43220 whole entry, looked up): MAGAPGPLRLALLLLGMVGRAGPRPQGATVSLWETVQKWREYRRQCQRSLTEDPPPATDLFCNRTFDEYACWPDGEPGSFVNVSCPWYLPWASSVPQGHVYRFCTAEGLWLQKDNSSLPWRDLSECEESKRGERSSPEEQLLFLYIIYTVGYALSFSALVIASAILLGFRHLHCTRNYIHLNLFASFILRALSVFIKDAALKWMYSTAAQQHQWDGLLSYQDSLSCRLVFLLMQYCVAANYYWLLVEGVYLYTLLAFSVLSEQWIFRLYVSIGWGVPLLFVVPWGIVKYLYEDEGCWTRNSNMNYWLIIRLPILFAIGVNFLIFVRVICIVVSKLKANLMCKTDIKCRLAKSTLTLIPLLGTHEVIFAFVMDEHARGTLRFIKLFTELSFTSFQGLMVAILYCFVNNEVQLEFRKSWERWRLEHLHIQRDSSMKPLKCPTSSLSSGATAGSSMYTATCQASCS
#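 qHTS in 1536-well format: reporter HEK293 cells expressing constitutive GLP-1R activity in DMEM + 10% Nu serum, 24 hr with compounds at 37 deg C, luminescence read after 12 min with detection reagent.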
# PTHR1 agonist – agonists of human PTHR1 parathyroid hormone receptor; actives 0.075% (n = 410,000); Potency, µM (titrated, usually from 115 µM), without a hit: top-dose activation, actives largely listed as activators; AID 743266; HEK293 GP2 PTHR1 cells, GloSensor cAMP luminescence, 1 h; also: potency is read from the fitted curve at half-maximal effect; nearly all actives have a fitted effect of over 55% in size; some results filed as inactive show a strong effect at the top dose; inactives centre near -15; many of its hits are not listed in these tables
# Target sequence (Q03431 whole entry, looked up): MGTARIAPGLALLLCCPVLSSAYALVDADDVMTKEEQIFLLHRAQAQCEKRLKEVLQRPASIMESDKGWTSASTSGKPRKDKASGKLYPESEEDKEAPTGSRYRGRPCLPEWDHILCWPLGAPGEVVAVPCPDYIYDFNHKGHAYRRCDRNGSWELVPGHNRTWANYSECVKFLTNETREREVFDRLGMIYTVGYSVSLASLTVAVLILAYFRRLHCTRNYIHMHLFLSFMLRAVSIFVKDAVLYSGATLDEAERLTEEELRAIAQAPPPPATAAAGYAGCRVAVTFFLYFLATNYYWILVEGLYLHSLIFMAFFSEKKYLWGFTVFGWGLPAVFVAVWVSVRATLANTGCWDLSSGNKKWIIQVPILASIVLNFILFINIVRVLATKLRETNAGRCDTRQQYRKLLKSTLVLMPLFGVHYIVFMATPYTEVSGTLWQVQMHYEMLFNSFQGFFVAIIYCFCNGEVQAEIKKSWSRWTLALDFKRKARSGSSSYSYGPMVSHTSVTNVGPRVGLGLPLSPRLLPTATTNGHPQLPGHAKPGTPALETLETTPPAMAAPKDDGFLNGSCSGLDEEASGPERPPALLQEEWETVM
#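 HEK-293-derived GP2 cells expressing PTHR1 and a GloSensor cAMP reporter, 3,000/well, plated overnight, given luciferin plus IBMX (each 0.5 mM as added) for 1 h at 37 °C, then compound for 1 h at 37 °C. Luminescence was read after 15 min at room temperature.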
# Mm-Cpn inhibitor – inhibitors of Methanococcus maripaludis chaperonin (MmCpn). purified Mm-Cpn ATPase, ADP Transcreener TR-FRET. Potency, µM (series often up to 76.9 µM), inactives show at the highest dose activity, negative = inhibition, hits mostly inhibitors. actives 0.031% (n = 330,000); also: potency is read from the fitted curve at half-maximal effect; % is scaled to controls: 0 for no effect and ±100 for the full control effect; nearly all actives have a fitted effect of over 80% in size
#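 TR-FRET (320 nm excitation; 590 and 665 nm emission) reports ADP made from 10 uM ATP by 25 nM enzyme; compounds were preincubated 10 min, reaction run 30 min, both at 37°C.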
# aSyn yeast inh – inhibitors of alpha-synuclein toxicity in yeast; Yeast expressing alpha-synuclein, growth rescue, BacTiter-Glo, 24 h; Potency, µM (highest dose often 46.1 µM), inactives show at the top dose growth rescue (activation), actives largely listed as activators; actives 0.14% (n = 370,000); AID 652106; also: potency is read from the fitted curve at half-maximal effect; % of control where 0% means no effect; nearly all actives have a fitted effect of over 65% in size
#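 Screening used galactose-induced yeast with toxic alpha-synuclein levels, exposed to compound for 24 hr at 30 deg C. Cell growth, read with BacTiter-Glo luminescence, gave the measured signal.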
# * = called active by the depositor; i = inactive; ? = inconclusive; nt = not tested or not shown; [ ] = another dose, or the depositor's remark. Unless noted, calls follow the shape of the dose curve; as a rule, active = well fitted curve in the direction sought with a large enough effect; inconclusive = small, poorly fitted or top-dose-only effect, or another doubt; inactive = no such curve, though single readings can be large; an effect the other way counts as inactive or inconclusive. Not all compounds are listed, so the mix of outcomes need not match the whole.
nr | SMILES | Abeta rescue | pAkt inh | FUS yeast rescue | HEK293 tox | TDP-43 yeast inh | GLP-1R inv ag | PTHR1 agonist | Mm-Cpn inhibitor | aSyn yeast inh
1 | Cc1ccc(CNC(=O)COC(=O)c2cc(=O)[nH]c3ccccc23)cc1 | 4% | i | 30% | 3% | 3% | 13% | -9% | 2% | 0%[1.84 µM]
2 | Cc1nc2ccc(NC(=O)c3ccco3)cc2nc1C | -14% | i | -14% | -1% | -5% | 4% | -15% | -5% | -3%
3 | CC1CCCC(NC(=O)COC(=O)COc2ccccc2Cl)C1C (stereo unspecified) | -12% | i | 8% | -2% | -7% | 7% | -16% | 3% | 6%
4 | CCCCNC(=O)c1ccc2nc(CC)c(N(C)Cc3cccs3)n2c1 | 18% | i | -9% | -12% | 22% | -16% | i | nt | ?
5 | CCCOc1ccc2c(CC)cc(=O)oc2c1C | -1% | i | nt | 14% | 17% | 14% | -2% | -2% | -5%
6 | O=C(C1CCCCC1)N(CCN1CCCC1)c1nc2ccccc2s1 | 10% | i | nt | -15% | 24% | -2% | -15% | -4% | 1%
7 | CC(C)C12CCC(C(=O)O)C(C1)C(=O)O2 (stereo unspecified) | -18% | i | 24% | 6% | -2% | 3% | -11%[57.5 µM] | 0% | 5%
8 | Cn1nnc2cc(C(=O)NCc3ccc4c(c3)OCO4)ccc21 | 4% | i | 2% | -12% | 0% | 9% | i | 3% | -10%
9 | CCCC(C)c1nnc(NC(=O)C2CC(=O)N(CCc3ccc(F)cc3)C2)s1 (stereo unspecified) | 1% | i | 41% | -10% | -10% | ? | -30%[inhibitor] | 1% | ?
10 | Cc1ccc(-c2csc3ncnc(SCC(=O)Nc4nnc(C)s4)c23)cc1 | 15% | i | 16% | -9% | 29% | 0% | i | -1% | -1%
11 | COCCNC(=O)C(c1ccc(C)cc1)N(C(=O)CCC(=O)Nc1ccccn1)C1CCCCC1 (stereo unspecified) | 11% | i | 5% | -5% | 11% | -4% | i | 0% | 0%
12 | O=C(COC(=O)COc1ccccc1)NCCC1=CCCCC1 | 0% | i | -12% | -1% | 1% | 0% | i | 1% | -9%
13 | NNC(=O)COc1ccc(C2SCCS2)cc1 | -14% | i | 17% | -6% | ? | -20% | 17% | 3% | -7%
14 | O=C(O)COc1ccccc1/C=N/NC(=O)CN1CCN(Cc2ccc(Cl)cc2)CC1 | -6% | i | 19% | -19% | -19% | -18% | -33%[inhibitor] | 2% | -4%
15 | CCCN1C(=O)C(NC(=O)c2ccccc2OC)(C(F)(F)F)C(C(=O)OC)=C1C (stereo unspecified) | -6% | nt | ? | -6% | ? | -3% | i | nt | nt
16 | COc1ccc(OCCNc2cc(Cl)ccc2[N+](=O)[O-])cc1 | -18% | i | 17% | -16% | -5% | 9% | i | 0% | -2%
17 | Cc1cc(N/C=C/C(=O)c2ccccc2)ccc1Br | -2% | i | -12% | 14% | -9% | 16% | -7% | -4% | 3%
18 | CC1C(O)=C(c2ccccc2)P(=O)(Cc2ccccc2)C1C (stereo unspecified) | -10% | i | -6% | 4% | 10% | 12% | -33%[inhibitor] | nt | -1%
19 | O=C(N/C(=C\c1ccc(Cl)cc1)C(=O)N1CCOCC1)c1ccco1 | -11% | i | 17% | 0% | -18% | 13% | -15% | 3% | 14%
20 | CCOc1ccccc1C(=O)n1nc(C)cc1C | 11% | i | 11% | -10% | 6% | -6% | i | 2% | 15%
21 | Cc1ccc(N=Cc2c(O)n(-c3cc(Cl)ccc3N3CCOCC3)c(=O)c3ccccc23)cc1C | 18% | i | 15% | -15% | 21% | ? | i | 0% | 3%
22 | O=C(CNC(=O)C(c1ccccc1)c1ccccc1)OCc1ccccc1 | 4% | i | -13% | 1% | 10% | ? | -3% | -1% | 11%
23 | N#CC1CCN(C(=O)c2ccc3c(Cl)c4c(nc3c2)CCCC4)CC1 | -19% | nt | -2% | -14% | 16% | -18% | -23% | 0% | -1%
24 | COc1ccccc1N1CCN(C(=O)C2Cc3ccccc3CN2C(=O)c2ccco2)CC1 (stereo unspecified) | -11% | i | nt | 0% | -16% | -8% | -2% | 0% | 1%
25 | COc1ccc([N+](=O)[O-])cc1NC(=O)CCc1ccccc1 | 16% | i | nt | -10% | ? | -3% | -15% | -3% | -1%
26 | CCOc1ccc(-c2c(C)nn3c(C)c(C(=O)NCCN(C)C)cnc23)cc1OCC | 2% | nt | 12% | 11% | 29% | -12% | -12% | nt | nt
27 | CCN1CCCC1CNC(=O)CSc1cc(=O)n(CC)c2ccccc12 (stereo unspecified) | 1% | i | 11% | -4% | -16% | -2% | i | -1% | -10%
28 | CCn1cc(C(=O)N2CCN(c3ccc(F)cc3)CC2)c(=O)c2cc(S(=O)(=O)N3CCOCC3)ccc21 | -10% | nt | 26% | 4% | -15% | 8% | ? | nt | nt
29 | Cc1ccc(OCC(=O)NCCCNC(=O)c2ccco2)cc1 | 2% | i | 28% | -14% | -12% | 3% | i | 0% | -6%
30 | CCOc1ccc(NC(=O)CSc2ncc3c(n2)-c2ccccc2N(C)S3(=O)=O)cc1 | -10% | nt | -25% | 1% | 24% | 3% | -10% | nt | nt
31 | Clc1nc(NC2CCCC2)nc(N2CCOCC2)n1 | 7% | i | -2% | -1% | 0% | 31%[activator] | -31%[inhibitor] | -5% | 3%
32 | COC(=O)c1c(NC(=O)c2nc3ccccc3s2)sc2c1CCN(C(C)=O)C2 | -32% | i | 40% | -3% | 4% | 34%[activator] | -18% | 1% | 1%
33 | CCNc1nc(NCC)nc(NS(=O)(=O)c2ccc(N)cc2)n1 | 6% | i | 6% | -4% | 7% | 11% | -22% | 0% | -5%
34 | O=C(O)CC(NC(=S)NCc1ccccc1)C(=O)O (stereo unspecified) | -14% | i | nt | ? | ? | ? | i | 4% | -3%
35 | Cc1cccc(C)c1NC(=O)C(c1ccccc1OC(F)(F)F)N1CCN(C/C=C/c2ccccc2)CC1 (stereo unspecified) | -10% | i | 4% | -10% | 26% | ? | -19% | nt | -3%
36 | CCOCCc1nn2c(=O)cc(COC(=O)c3ccccc3Br)nc2s1 | -27% | nt | 25% | 3% | 19% | 4% | i | nt | nt
37 | COc1ccc(NC(=O)NNC(=O)c2cc3occc3n2C)c(OC)c1 | -8% | nt | -11% | -12% | 6% | 7% | i | -3% | -1%
38 | CCOC(=O)c1cc(-c2ccccc2)n(CCCC(=O)Nc2ccc(C)cc2C)c1C | -10% | nt | 31% | -3% | -3% | -4% | i | nt | nt
39 | CC(Cc1ccccc1)NC(=O)C1CCCNC1=O (stereo unspecified) | 2% | i | -31% | 9% | -2% | -12% | i | 2% | -9%
40 | CCCCC(O)C1=C[N+](=O)CC=C1 (stereo unspecified) | -8% | i | -10% | -7% | -6% | 18% | 3% | nt | -7%
41 | Cc1ccc(OCC(=O)NCCc2nc3ccccc3[nH]2)c(C)c1 | 5% | i | 12% | -13% | -5% | 6% | i | 1% | 6%
42 | Cc1cccc(OCCCC(=O)NNC(=O)c2ccccn2)c1 | ? | i | 3% | -29% | 22µM* | ? | i | 0% | ?
43 | COCCn1c(C)cc(/C=C2/NC(=O)N(c3ccc(Cl)cc3)C2=O)c1C | 5% | i | 4% | 13%[1.53 µM] | 17% | 14% | i | -1% | 0%
44 | Cc1cc(C(=O)Nc2ccc(Br)cc2)cs1 | -10% | i | -17% | 0% | 24% | 1% | -21% | 1% | -1%
45 | OC(CNCc1ccncc1)c1ccccc1 (stereo unspecified) | -9% | i | 21% | -6% | -16% | 6% | 27% | 0% | -3%
46 | Cn1nc(C(=O)NCc2ccco2)c2ccccc2c1=O | -11% | i | 8% | 8% | 8% | 37%[activator] | -13% | 2% | 1%
47 | O=C1/C(=C\c2ccc3c(c2)OCO3)CCC/C1=C/c1ccc2c(c1)OCO2 | 5% | i | 2% | -2% | 15% | 1% | i | -6% | 6%
48 | COCCCNC(=O)CCn1nc(-c2ccc(Cl)cc2)ccc1=O | -3% | i | -24% | 6% | 10% | -4% | -20% | 2% | -1%
49 | Cc1ccc(NC(=O)COc2nsnc2N2CCOCC2)cc1Cl | 14% | i | 6% | -1% | -20% | ? | -14% | 0% | 9%
50 | CC1=C(C(=O)N2CCCCCC2)CC(CC(=O)NCc2cccc3ccccc23)C(=O)N1CCC1=CCCCC1 (stereo unspecified) | 8% | i | ? | -12% | ? | ? | -4% | nt | 26%
51 | CN1/C(=C\C(=O)C[n+]2ccc(C(=O)c3ccccc3)cc2)C(C)(C)c2ccccc21 | 6% | i | -16% | -15% | -5% | ? | i | 0% | 9%
52 | O=C(c1cccc(Br)c1)N1CCN(Cc2cc(=O)n3nc(-c4ccccc4)sc3n2)CC1 | 4% | nt | -13% | 3% | 1% | -5% | i | nt | nt
53 | Cc1ccc(N(Cc2ccccc2)C(=O)c2cc(S(=O)(=O)N3CCOCC3)ccc2C)cc1 | 0% | i | 42% | ? | 2% | ? | i | 2% | -5%
54 | Fc1ccccc1OCC1CCCN(Cc2nc(CC3CC3)no2)C1 (stereo unspecified) | 1% | i | 11% | -2% | -24% | ? | i | -1% | 4%
55 | Cc1cc(C)cc(NC(=S)Nc2cccc3cnccc23)c1 | ? | i | -6% | -3% | -11% | -21% | -6% | -5% | -4%
56 | CNc1cc(-c2cc(OC)ccc2OC)ncn1 | -18% | i | -10% | 1% | 3% | 4% | i | nt | 0%
57 | CC(=O)c1c(C)[nH]c(C(=O)CN2C(=O)NC(C)(C)C2=O)c1C | 8% | i | -10% | -4% | 13% | 9% | -21% | 0% | 4%
58 | CN(Cc1ccccc1)c1ncnc2c1nnn2C | -5% | nt | -17% | 5% | 24% | 3% | 13% | nt | nt
